Source: PubChem (several laboratories)
KLK7 zymogen act = activators of human kallikrein-7 zymogen; P49862; purified proKLK7, EDANS-DABCYL substrate fluorescence; 100% is mature enzyme control, 0% vehicle; activation, % at 7 µM; 370,000 tested, 0.9% active;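 active = activation above the mean of all tested compounds plus 3 SD, computed per campaign excluding outliers beyond control limits, cut at about 13% in these data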
hgDAF12 agonist = activates the H. glycines DAF-12 receptor ligand-binding domain | HEK293 GAL4-hgDAF12 UAS-luciferase reporter, agonist luminescence; normalized to butyrate control | AID 687014 | 370,000 tested, 1.8% active | activation, % at 6.8 µM;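 active = activation above a cutoff set at the mean of all screened compounds plus 3 SD, cut at about 10% in these data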;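 note: 0% = DMSO wells and 100% = sodium butyrate wells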
DAX1 inh-1 = inhibitors of DAX1 repression of SF-1 activated StAR promoter | AID 652010 | 370,000 tested, 1.1% active | HEK293T StAR-luciferase reporter, SF-1/DAX-1 repression relief | inhibition, % at 6.8 µM;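 active = inhibition above the mean over all tested compounds plus 3 SD, cut at about 3.6% in these data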;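 note: 0% = DAX-1 cells with DMSO and 100% = cells lacking DAX-1 with DMSO; higher inhibition means more luminescence from relief of DAX-1 repression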
GC-A act = GC-A (human) enzyme activation | P16066 | HEK293 GC-A cells, cGMP TR-FRET, EC30 ANP; 0% at EC30 ANP, 100% saturating ANP | activation, % at 10 µM | 370,000 tested, 0.14% active | AID 1671463; in the data active = activation above about 40%
DAX1 inh-2 = inhibits human nuclear receptor DAX1 | inhibition, % at 6.75 µM | AID 504766 | HEK293 Gal4-DAX1 luciferase reporter, luminescence | 340,000 tested, 0.99% active;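 active = inhibition above the mean over all tested compounds plus 3 SD, cut at about 4.2% in these data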;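 note: 0% = DAX1-transfected cells with DMSO and 100% = empty-vector control cells with DMSO; inhibition shows as a rise in luminescence from relieved DAX1 repression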
Target sequence (P51843 207-470 limits assumed): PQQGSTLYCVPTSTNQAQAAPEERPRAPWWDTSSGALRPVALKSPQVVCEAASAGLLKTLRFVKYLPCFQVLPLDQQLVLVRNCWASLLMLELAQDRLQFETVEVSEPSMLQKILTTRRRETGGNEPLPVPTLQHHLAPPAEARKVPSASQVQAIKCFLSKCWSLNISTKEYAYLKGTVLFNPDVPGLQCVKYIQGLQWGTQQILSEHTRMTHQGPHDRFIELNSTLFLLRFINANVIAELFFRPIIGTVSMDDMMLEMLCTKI
ssDAF12 agonist = S. stercoralis DAF-12 activation, primary screen; HEK293 ssDAF-12/GRIP1 lit1-tk-luc reporter, luminescence; % of 3 µM dafachronic acid response; activation, % at 6.8 µM; 370,000 tested, 1% active; AID 652126;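 active = activation above the mean over all tested compounds plus 3 SD, cut at about 0.9% in these data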;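 note: 0% = DMSO-only wells and 100% = 3 µM delta7-dafachronic acid wells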
SMARCA2 activ = increases SMARCA2 function in MMTV reporter cells; MG213 cells, MMTV-luciferase reporter, dexamethasone, overnight; activation, % at 9.1 µM; 370,000 tested, 1% active; in the data active = activation above about 7.8%;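 note: 0% = vehicle wells and 100% = reference activator wells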
FXN GAA850 act = activators of GAA850 frataxin (FXN) promoter | activation, % at 6 µM | 360,000 tested, 0.56% active | HEK293 lucGAA850 FXN promoter luciferase reporter, 24 h; percent of 10 µM SAHA response;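 active = activation above the average of all compounds screened plus 3 SD, cutoff fixed separately per campaign, cut at about 7.5% in these data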;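 note: 0% = DMSO wells and 100% = 10 µM SAHA wells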
GC-B act = GC-B (human) receptor activation. P20594. HEK293-GC-B cells, CNP EC30, cGMP TR-FRET; 0% at EC30 CNP, 100% saturating CNP. activation, % at 10 µM. 370,000 tested, 0.11% active;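 active = activation at 10 µM reaching about 35% in either raw or pattern-adjusted values, limit read from the data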
HGIII-sPLA2 inh = Inhibits HGIII-sPLA2 liposome hydrolysis, primary screen. Q9NZ20. QFRET BODIPY PC-A2 liposome hydrolysis, fluorescence. inhibition, % at 12.2 µM. 370,000 tested, 0.56% active. AID 743126;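 active = inhibition above mean plus 3 SD of compounds lying within the high and low control bounds, cut at about 19% in these data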;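 note: 0% = median of test compound wells and 100% = no enzyme DMSO wells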
Target sequence (Q9NZ20 whole entry, looked up): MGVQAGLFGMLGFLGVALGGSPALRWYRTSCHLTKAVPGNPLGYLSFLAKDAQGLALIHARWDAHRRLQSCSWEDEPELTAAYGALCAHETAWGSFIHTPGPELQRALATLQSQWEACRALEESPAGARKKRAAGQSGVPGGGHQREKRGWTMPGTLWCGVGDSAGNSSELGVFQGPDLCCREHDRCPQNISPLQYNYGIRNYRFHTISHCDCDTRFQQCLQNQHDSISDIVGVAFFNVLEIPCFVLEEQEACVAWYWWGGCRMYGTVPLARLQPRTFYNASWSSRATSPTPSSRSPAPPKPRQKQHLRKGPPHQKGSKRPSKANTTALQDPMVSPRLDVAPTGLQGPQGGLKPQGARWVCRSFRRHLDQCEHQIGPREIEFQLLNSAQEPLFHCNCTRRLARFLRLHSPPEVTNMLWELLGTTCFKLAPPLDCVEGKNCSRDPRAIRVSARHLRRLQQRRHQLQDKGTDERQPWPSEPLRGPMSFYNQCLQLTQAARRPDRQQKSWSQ
hcDAF-12 act = activators of H. contortus DAF-12 nuclear receptor | 370,000 tested, 1.4% active | activation, % at 6.8 µM | HEK293 hcDAF-12 lit1-tk-luc reporter, luminescence; 0% DMSO, 100% Δ7-dafachronic acid;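 active = activation above the mean of all tested compounds plus 3 SD, cut at about 5.5% in these data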;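 note: 100% = response to 3 µM Δ7-dafachronic acid high control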
* hit, by the source's call; nt = not tested or not shown. Rows are unselected (roughly 6.7% active in at least one column).

SMILES	KLK7 zymogen act	hgDAF12 agonist	DAX1 inh-1	GC-A act	DAX1 inh-2	ssDAF12 agonist	SMARCA2 activ	FXN GAA850 act	GC-B act	HGIII-sPLA2 inh	hcDAF-12 act
Cc1cc(NC(=O)c2cccc(S(=O)(=O)N3CCOCC3)c2)no1	0.1	0.6	-0.7	-3	1.3	-1.1	2	-1.0	5	3	-1.6
CC(C)C[C@@H](CNCC(=O)[C@H](C)NC(=O)c1[nH]cnc1C(=O)N[C@@H](C)CN)NC(=O)c1nc[nH]c1C(=O)N[C@@H](C)C(=O)O	0.4	1.0	1.2	0	0.4	-1.0	4	0.5	1	-1	0.6
CCN(CC(=O)Nc1cccc(OC)c1)c1ncnc2sc(C)c(C)c12	0.5	-2.7	-2.0	-16	-2.1	-1.9	-6	-1.6	-11	-9	-2.0
CNC(=O)CN(c1ccc(F)cc1)S(=O)(=O)c1cc(C)ccc1OC	-0.1	-0.3	-0.6	0	4.3*	-1.1	-2	-0.2	-2	0	1.5
COc1cc(/C=C2\C(=N)N3N=C(S(C)(=O)=O)SC3=NC2=O)cc(OC)c1OCCOc1ccccc1C	0.2	-2.9	0.1	-3	0.1	-1.0	-2	0.9	0	-25	-1.8
COc1cccc(/C=N/c2sc(Cc3ccccc3)c(C)c2C(N)=O)c1O	0.1	-0.2	0.4	7	-1.4	-2.1	-1	1.4	1	-28	-1.1
O=C(NCc1ccccc1Cl)[C@@H]1CCCN1S(=O)(=O)c1ccc(Cl)cc1	-0.2	0.8	-2.0	-3	0.0	-1.4	-5	0.0	1	7	-0.5
COc1ccccc1CNC(=O)COC(=O)c1ccc(C)c(S(=O)(=O)N2CCCCC2)c1	0.5	2.2	-0.9	-2	-0.3	-0.7	0	2.5	0	-1	-2.8
O=C(CCCN1C(=O)c2cccc3cccc(c23)C1=O)NCc1ccco1	0.2	-0.8	1.1	-3	2.0	-0.5	-4	-0.9	-4	5	-1.8
COC(=O)c1cnc2c(c(C)nn2C)c1OC	0.1	2.3	-0.2	-2	nt	-1.6	-1	0.8	3	-3	0.6
CSc1nnc(C)c(=O)n1COC(=O)c1ccc(S(=O)(=O)N(C)C)cc1	0.7	-1.0	-0.2	-3	-1.6	-0.7	-3	1.9	3	-6	1.4
O=[N+]([O-])c1cc(Cl)c(O)c2ncccc12	0.3	-2.1	-0.6	6	0.3	-1.2	-4	1.2	-1	-12	0.0
C=CCn1c(C)cc(C(=O)COC(=O)c2ccc3c(c2)NC(=O)CS3)c1C	0.4	-1.7	-0.5	1	-1.1	-1.3	-3	1.2	5	-2	-0.2
Cn1cccc1/C=N/NC(=O)c1sc2ccccc2c1Cl	-0.2	2.6	1.6	-3	-0.1	-1.3	5	0.9	-5	7	-0.7
Cc1ccc(C(O)CN2C3=NCCCN3c3ccccc32)cc1 (stereo not given)	-0.7	-0.6	0.1	-11	0.0	-0.7	0	1.2	-4	15	-0.8
COCCOC(=O)c1c(C)n(C)c2ccc(OC(=O)N3CCOCC3)cc12	0.3	-0.6	0.2	1	-0.6	-0.2	-1	-1.4	-3	0	-0.2
CCc1ccccc1S(=O)(=O)Cc1ccc(C(=O)NCC2CCCO2)o1 (stereo not given)	-0.2	-1.5	-0.4	2	-0.4	-0.9	-3	0.6	4	7	0.3
CCNC(=O)CSC1=N/C(=C\c2ccc(O)c(OCC)c2)C(=O)N1c1ccc(OC(F)F)cc1	-0.6	-2.4	-0.2	5	0.3	-0.5	1	0.9	-3	-65	-3.4
COc1cc(C(C)=O)ccc1OCC(=O)N1CCc2ccccc2C1	-0.6	-2.5	-0.4	5	0.1	-0.6	-1	2.9	-3	4	-1.5
CC(=O)Nc1cc2c(cc1NC(=O)c1cnccn1)OCCO2	-0.2	-1.6	-0.8	0	0.0	-0.6	-1	-0.9	-1	8	-0.1
COc1ccc(NS(=O)(=O)c2ccc(S(=O)(=O)N3CCCC3)cc2)cc1	0.4	-0.7	-0.6	-1	-0.8	-1.4	-1	-0.1	-1	-14	-1.4
COc1ccc(C(=O)NCC(C)(C)N2CCOCC2)cc1S(=O)(=O)NCc1ccc(Cl)cc1	0.2	-0.1	-1.8	-2	0.1	-1.4	-5	-0.2	2	17	-1.9
Cc1ccc2cc(COC(=O)c3ccncc3)c(=O)[nH]c2c1	-0.8	1.4	0.9	-3	-0.1	0.1	-5	-0.1	-2	-4	2.8
Cc1ccc(S(=O)(=O)N2CCN(CC(=O)N3CCCC3)CC2)c(C)c1	0.5	1.5	2.1	1	0.2	-1.8	-1	1.2	-2	5	-0.8
CC(=O)Nc1cccc2cc(O)ccc12	0.0	-0.3	0.4	0	0.3	-1.1	-2	-0.4	-2	0	0.1
Cc1nc(SCC(=O)Nc2nc3ccccc3s2)c(C#N)c(C)c1C	-0.7	-23	-3.7	1	-5.2	-3.7	-10	-16	4	9	-8.7
COC(=O)C1=C(C)N(Cc2cccnc2)C(=O)/C1=C\c1sccc1C	0.1	1.2	-0.5	1	-0.1	-1.6	2	1.1	-2	8	-0.3
COc1ccc(C(=O)/C=C\N2CCOCC2)cc1	-0.2	1.0	-0.5	-2	-0.6	-0.9	0	3.9	8	-46	-1.7
Cc1ccc(NC(=O)CCc2c(C)nn(-c3ccc(N4CCCCC4)nn3)c2C)cc1F	-0.2	11*	10*	1	-0.3	0.0	2	5.3	2	-15	1.0
CC(=O)N1CCc2cc(S(=O)(=O)C(C)CC(=O)NCc3ccco3)ccc21 (stereo not given)	-0.6	0.0	-0.3	1	1.8	-0.8	-3	0.0	4	15	1.1
C=CC[C@@H](CC(=O)NCCO)C(=O)N[C@H](C)COC(=O)[C@@H](CC=C)Cc1ccc(F)cc1	0.2	1.5	0.5	3	-0.1	-1.3	-2	-0.6	-2	-1	-2.0
O=C(CSc1nnc(-c2ccco2)o1)c1ccccc1	-0.1	0.9	0.7	1	0.4	-0.4	1	4.7	3	-29	-1.0
COC(=O)CCC(=O)Nc1nnc(C(F)(F)F)s1	0.3	2.5	-0.3	-1	0.1	-0.8	1	0.7	0	4	-0.6
O=C(Nc1ccc(-c2ccccc2)cc1)c1ccco1	0.3	-2.8	-0.1	0	0.1	-1.1	-1	-1.5	0	-1	-1.5
COc1ccc(Cl)cc1NC(=O)CN1CCN(S(=O)(=O)N2CCCCC2)CC1	0.4	0.8	-0.2	-4	0.9	-0.4	-1	0.1	2	-2	-0.6
COc1ccc(C(=O)N2CCC(N3CCN(c4ccccc4)CC3)CC2)cc1	0.5	0.2	-0.5	3	0.7	-1.3	-4	-1.5	7	8	-1.1
O=C1OCCN1CCNCc1cn(-c2ccc(F)cc2)nc1-c1ccccc1Cl	0.6	-0.8	-0.1	-5	0.1	-0.8	-2	0.2	3	7	-0.8
O=C(NCc1cccnc1)c1ccc(-c2ccccc2[N+](=O)[O-])o1	-0.6	3.1	0.2	3	1.2	0.2	-1	0.9	-6	6	2.4
C=CCOc1cccc(CNn2cn[nH]c2=S)c1	0.2	0.3	0.4	-1	-0.1	-1.2	-2	1.1	0	3	-1.1
Cc1[nH]c(=O)[nH]c(=O)c1NS(=O)(=O)c1ccccc1	0.5	-0.1	-0.5	-2	0.4	-1.6	-3	1.6	3	17	-1.2

Seven records picked at random from those above:
SMILES	KLK7 zymogen act	hgDAF12 agonist	DAX1 inh-1	GC-A act	DAX1 inh-2	ssDAF12 agonist	SMARCA2 activ	FXN GAA850 act	GC-B act	HGIII-sPLA2 inh	hcDAF-12 act
O=C(NCc1cccnc1)c1ccc(-c2ccccc2[N+](=O)[O-])o1	-0.6	3.1	0.2	3	1.2	0.2	-1	0.9	-6	6	2.4
Cc1[nH]c(=O)[nH]c(=O)c1NS(=O)(=O)c1ccccc1	0.5	-0.1	-0.5	-2	0.4	-1.6	-3	1.6	3	17	-1.2
O=C(Nc1ccc(-c2ccccc2)cc1)c1ccco1	0.3	-2.8	-0.1	0	0.1	-1.1	-1	-1.5	0	-1	-1.5
C=CCOc1cccc(CNn2cn[nH]c2=S)c1	0.2	0.3	0.4	-1	-0.1	-1.2	-2	1.1	0	3	-1.1
C=CC[C@@H](CC(=O)NCCO)C(=O)N[C@H](C)COC(=O)[C@@H](CC=C)Cc1ccc(F)cc1	0.2	1.5	0.5	3	-0.1	-1.3	-2	-0.6	-2	-1	-2.0
COc1ccc(C(=O)N2CCC(N3CCN(c4ccccc4)CC3)CC2)cc1	0.5	0.2	-0.5	3	0.7	-1.3	-4	-1.5	7	8	-1.1
O=C(CSc1nnc(-c2ccco2)o1)c1ccccc1	-0.1	0.9	0.7	1	0.4	-0.4	1	4.7	3	-29	-1.0

Continuation.
SMILES	KLK7 zymogen act	hgDAF12 agonist	DAX1 inh-1	GC-A act	DAX1 inh-2	ssDAF12 agonist	SMARCA2 activ	FXN GAA850 act	GC-B act	HGIII-sPLA2 inh	hcDAF-12 act
CCOC(=O)C1(C)CCCCN1C(=O)c1ccccc1OC (stereo not given)	-0.2	1.1	0.0	0	nt	-1.5	3	-1.1	-4	-1	-1.7
Nc1ncnc2c1ncn2[C@@H]1O[C@H](C(=O)NCc2ccc3c(c2)OCO3)[C@@H](O)[C@H]1O	0.0	2.5	-0.3	0	nt	-0.5	4	nt	-2	2	1.0
COc1ccc(C2C3=C(CC(C)(C)CC3=O)N(CC(=O)O)C3=C2C(=O)CC(C)(C)C3)cc1OC	-0.6	0.1	0.3	4	0.6	-1.2	-1	0.1	7	4	2.2
O=C(NC1CCCCCCC1)c1ccc(Br)o1	0.1	2.0	-0.1	-2	-1.0	-0.2	0	2.0	-1	-1	1.1
Cc1nc(-c2ccccc2)sc1C1(C)CC(c2ccc([N+](=O)[O-])cc2)=NO1 (stereo not given)	-0.1	-1.1	-0.4	0	0.9	-1.3	1	0.9	-4	-5	-0.8
CCC(=O)N1CCc2cc(S(=O)(=O)NC(Cc3ccccc3)C(=O)NC3CCCCC3)ccc21 (stereo not given)	0.0	0.7	-0.2	-6	0.5	-0.7	-3	2.3	-1	11	3.6
